RGS8-Gao reg: regulators of human RGS8-Galphao interaction; 220,000 compounds, 0.34% hits; P09471; response (percent of control binding), % at 10 µM; multiplexed bead flow cytometry, RGS8-Galphao binding; actives lie on both sides; in the data active = response below about 60% or above about 140%; inactive = in between;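 note: Galphao activated as the GDP aluminium fluoride complex binding bead-coupled RGS8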
Target sequence (P09471 whole entry, looked up): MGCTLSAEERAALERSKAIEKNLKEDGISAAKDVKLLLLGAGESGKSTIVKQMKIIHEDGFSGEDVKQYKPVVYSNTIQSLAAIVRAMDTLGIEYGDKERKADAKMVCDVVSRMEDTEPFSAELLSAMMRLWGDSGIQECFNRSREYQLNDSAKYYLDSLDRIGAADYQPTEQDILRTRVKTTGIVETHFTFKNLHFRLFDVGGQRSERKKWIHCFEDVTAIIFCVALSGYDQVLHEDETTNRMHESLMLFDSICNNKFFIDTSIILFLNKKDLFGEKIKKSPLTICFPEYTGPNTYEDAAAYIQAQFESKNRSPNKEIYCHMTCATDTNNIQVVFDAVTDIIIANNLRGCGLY
Bim-Bcl-XL: human Bim-Bcl-XL interaction inhibition; inhibition, % at 10 µM; Bim peptide-Bcl-XL binding, bead flow cytometry, fluorescence; 190,000 compounds, 0.04% hits; AID 1007; Q07817
Target sequence (Q07817 whole entry, looked up): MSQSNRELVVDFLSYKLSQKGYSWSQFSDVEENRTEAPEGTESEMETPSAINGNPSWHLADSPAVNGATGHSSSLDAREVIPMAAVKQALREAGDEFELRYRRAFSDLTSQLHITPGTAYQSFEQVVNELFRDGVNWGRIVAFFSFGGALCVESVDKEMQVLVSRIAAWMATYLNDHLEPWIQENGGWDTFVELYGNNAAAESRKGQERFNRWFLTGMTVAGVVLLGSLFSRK
Bim-Bcl-B: disrupts Bim peptide binding to human Bcl-B; Q9HD36; bead-based flow cytometry; 190,000 compounds, 0.073% hits; AID 951; inhibition, % at 10 µM;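 note: 0% = tracer peptide without compound and 100% = reference inhibitor peptide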
Bim-Mcl-1: inhibitors of Bim-Mcl-1 interaction, human. inhibition, % at 10 µM. Bead-based flow cytometry, Bim peptide-Mcl-1 binding. Q07820. 190,000 compounds, 0.1% hits;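 note: 0% = no compound tracer wells and 100% = peptide blocker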
Bim-Bfl-1: inhibitors of Bim-Bfl-1 interaction, human | Bead-based flow cytometry, Bim-Bfl-1 binding inhibition | inhibition, % at 10 µM | 190,000 compounds, 0.12% hits | AID 1008;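 note: 0% = wells without compound plus tracer and 100% = blocker peptide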
Bim-Bcl-2: disrupts Bim peptide binding to human Bcl-2 | P10415 | Bead-based flow cytometry, Bim peptide-Bcl-2 binding | inhibition, % at 10 µM | 190,000 compounds, 0.06% hits | AID 950; in the data active = inhibition above about 40%; inconclusive = no clear call, values can overlap the other calls;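 note: 0% = no compound wells with probe peptide and 100% = reference peptide inhibitor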
Target sequence (P10415 whole entry, looked up): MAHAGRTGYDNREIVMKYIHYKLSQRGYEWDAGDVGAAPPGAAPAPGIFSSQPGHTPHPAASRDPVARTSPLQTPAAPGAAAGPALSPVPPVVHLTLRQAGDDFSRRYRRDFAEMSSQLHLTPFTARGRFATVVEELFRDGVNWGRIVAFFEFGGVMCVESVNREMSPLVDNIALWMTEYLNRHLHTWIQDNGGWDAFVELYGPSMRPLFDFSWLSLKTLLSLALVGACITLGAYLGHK
Mcl1-Noxa inh: disrupts binding of human Mcl-1 to Noxa peptide. Q07820. TR-FRET Mcl-1/Noxa peptide binding, 2 h. inhibition, % at 21.7 µM. 220,000 compounds, 1.5% hits;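 active = compounds that cut the protein-peptide binding signal by more than 50% relative to plate controls in a single-dose test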;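 note: His-tagged Mcl-1 with rhodamine Noxa BH3 peptide and terbium anti-His antibody; 0% = Mcl-1 plus Noxa peptide wells and 100% = peptide-only wells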
Bim-Bcl-W: human Bim-Bcl-W interaction inhibition. Q92843. bead-based flow cytometry, Bim peptide-Bcl-W binding. inhibition, % at 10 µM. 190,000 compounds, 0.02% hits;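 note: 0% = bound tracer without compound and 100% = peptide blocker; higher means less fluorescent Bim peptide bound to Bcl-W beads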
Target sequence (Q92843 whole entry, looked up): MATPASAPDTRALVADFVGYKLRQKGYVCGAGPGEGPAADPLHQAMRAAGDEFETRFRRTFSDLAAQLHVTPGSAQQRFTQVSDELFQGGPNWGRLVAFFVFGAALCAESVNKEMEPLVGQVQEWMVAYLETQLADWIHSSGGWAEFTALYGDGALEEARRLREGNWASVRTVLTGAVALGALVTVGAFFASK
RGS7-Gao reg: modulates binding of RGS7 to human Galphao | 220,000 compounds, 0.35% hits | Multiplexed bead flow cytometry; actives lie on both sides | P09471 | binding response (% of control), % at 10 µM; in the data active = binding response below about 49% or above about 150%; inconclusive = no clear call, values can overlap the other calls; inactive = in between;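 note: fluorescent Galphao held in activated GDP-AlF4 state binding bead-coupled RGS7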
RGS4-Gao reg: human RGS4-Galphao interaction regulation; AID 1415; 220,000 compounds, 0.33% hits; binding response (% of control), % at 10 µM; Multiplexed bead flow cytometry, RGS4-Galphao binding; actives lie on both sides; in the data active = binding response below about 49% or above about 150%; inactive = in between;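 note: fluorescent Galphao activated with aluminum fluoride binding bead-coupled RGS4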
Mcl1-Bid inh: disrupts binding of human Mcl-1 to Bid peptide; Q07820; TR-FRET Mcl-1/Bid-Dy647 peptide binding, 1536-well; inhibition, % at 21.7 µM; 220,000 compounds, 0.97% hits; AID 1021;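 active = compounds that cut the binding signal by more than half at the single screening dose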;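 note: His-tagged Mcl-1 with europium anti-His antibody binding Bid BH3 peptide; 0% = Mcl-1 plus peptide wells and 100% = peptide-only wells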
* marks the source's active call; other numbers are inactive results. Cut-off read from the data, not from the text of the source, unless noted: active = inhibition above about 40%.

`Cc1ccc(S(=O)(=O)N2CCC(C(=O)OCC(=O)N3CC(=O)Nc4ccccc43)CC2)cc1` gave RGS8-Gao reg 100, Bim-Bcl-XL -4, Bim-Bcl-B 0, Bim-Mcl-1 -3, Bim-Bfl-1 -4, Bim-Bcl-2 -1, Mcl1-Noxa inh 2, Bim-Bcl-W -2, RGS7-Gao reg 93, RGS4-Gao reg 96 and Mcl1-Bid inh 5.
`CCCCNC(=O)CN(c1cccc(Br)c1)S(C)(=O)=O` gave RGS8-Gao reg 102, Bim-Bcl-XL -5, Bim-Bcl-B -5, Bim-Mcl-1 -4, Bim-Bfl-1 -5, Bim-Bcl-2 1, Mcl1-Noxa inh -4, Bim-Bcl-W -5, RGS7-Gao reg 101, RGS4-Gao reg 104 and Mcl1-Bid inh -1.
NC(=O)C(=O)NCCCN1CCOCC1 was read as RGS8-Gao reg 103, Bim-Bcl-XL 0, Bim-Bcl-B -5, Bim-Mcl-1 -6, Bim-Bfl-1 -4, Bim-Bcl-2 -1, Mcl1-Noxa inh -30, Bim-Bcl-W -2, RGS7-Gao reg 101, RGS4-Gao reg 108 and Mcl1-Bid inh 2.
`O=C(Nc1ccc2oc(-c3ccc4ccccc4c3)nc2c1)c1ccc2c(c1)OCCO2` gave RGS8-Gao reg 102, Bim-Bcl-XL -8, Bim-Bcl-B 0, Bim-Mcl-1 -5, Bim-Bfl-1 0, Bim-Bcl-2 2, Mcl1-Noxa inh 8, Bim-Bcl-W -7, RGS7-Gao reg 101, RGS4-Gao reg 102 and Mcl1-Bid inh 28.
`COc1c(C)cc(Br)cc1C(=O)Nc1cccc(NC(=O)c2ccco2)c1` gave RGS8-Gao reg 103, Bim-Bcl-XL -1, Bim-Bcl-B 2, Bim-Mcl-1 0, Bim-Bfl-1 0, Bim-Bcl-2 -2, Mcl1-Noxa inh 2, Bim-Bcl-W -2, RGS7-Gao reg 103, RGS4-Gao reg 100 and Mcl1-Bid inh 6.
O=C(O)Cn1cc(C(=S)N2CCCCC2)c2ccccc21 was read as RGS8-Gao reg 97, Bim-Bcl-XL -9, Bim-Bcl-B -32, Bim-Mcl-1 -6, Bim-Bfl-1 4, Bim-Bcl-2 -4, Mcl1-Noxa inh 24, Bim-Bcl-W -10, RGS7-Gao reg inconclusive, RGS4-Gao reg 104 and Mcl1-Bid inh -20.
`CC(Oc1ccc(Cl)cc1Cl)C(=O)Nn1cnnc1` (configuration not stated) gave RGS8-Gao reg 97, Bim-Bcl-XL -3, Bim-Bcl-B -3, Bim-Mcl-1 1, Bim-Bfl-1 0, Bim-Bcl-2 0, Mcl1-Noxa inh 7, Bim-Bcl-W 0, RGS7-Gao reg 99, RGS4-Gao reg 100 and Mcl1-Bid inh -8.
For Cc1ccc(C(=O)N/C(=C\c2ccc(C(C)C)cc2)C(=O)NCCCN2CCOCC2)cc1 the results were RGS8-Gao reg 107, Bim-Bcl-XL -2, Bim-Bcl-B -4, Bim-Mcl-1 -1, Bim-Bfl-1 -12, Bim-Bcl-2 -4, Mcl1-Noxa inh 51*, Bim-Bcl-W -1, RGS7-Gao reg 105, RGS4-Gao reg 111 and Mcl1-Bid inh -11.
Screening CN(CC(O)COc1ccccc1F)C1CCCCC1 (configuration not stated) returned RGS8-Gao reg 102, Bim-Bcl-XL 0, Bim-Bcl-B -4, Bim-Mcl-1 0, Bim-Bfl-1 -5, Bim-Bcl-2 3, Mcl1-Noxa inh 14, Bim-Bcl-W 0, RGS7-Gao reg 100, RGS4-Gao reg 100 and Mcl1-Bid inh -15.
`O=C(CC1c2ccccc2Oc2ccccc21)N1CCN(c2ccccn2)CC1` gave RGS8-Gao reg 98, Bim-Bcl-XL -3, Bim-Bcl-B 0, Bim-Mcl-1 -3, Bim-Bfl-1 -1, Bim-Bcl-2 -3, Mcl1-Noxa inh 21, Bim-Bcl-W -2, RGS7-Gao reg 102, RGS4-Gao reg 103 and Mcl1-Bid inh 4.
Screening O=C(c1ccc(C(F)(F)F)cc1)N1CCC(=O)N(C(COCc2ccc(Cl)cc2)Cc2ccccc2)CC1 (configuration not stated) returned RGS8-Gao reg 93, Bim-Bcl-XL -4, Bim-Bcl-B -3, Bim-Mcl-1 -1, Bim-Bfl-1 -2, Bim-Bcl-2 -2, Mcl1-Noxa inh -9, Bim-Bcl-W -2, RGS7-Gao reg 91, RGS4-Gao reg 91 and Mcl1-Bid inh 11.
For CCN(CC)S(=O)(=O)c1ccc(/C=C/C(=O)O)cc1 the results were RGS8-Gao reg 98, Bim-Bcl-XL 3, Bim-Bcl-B -10, Bim-Mcl-1 3, Bim-Bfl-1 7, Bim-Bcl-2 8, Mcl1-Noxa inh -2, Bim-Bcl-W 2, RGS7-Gao reg inconclusive, RGS4-Gao reg 95 and Mcl1-Bid inh -24.
For CC1=NN(C(=O)CCCc2ccccc2)C(O)(C(F)(F)F)C1 (configuration not stated) the results were RGS8-Gao reg 106, Bim-Bcl-XL -2, Bim-Bcl-B -2, Bim-Mcl-1 0, Bim-Bfl-1 -2, Bim-Bcl-2 -2, Mcl1-Noxa inh 16, Bim-Bcl-W 2, RGS7-Gao reg 108, RGS4-Gao reg 101 and Mcl1-Bid inh 4.
`COc1ccc(/C=C2\SC(=S)N(CCCC(=O)NNC(=O)c3ccccc3O)C2=O)cc1` gave RGS8-Gao reg 102, Bim-Bcl-XL -1, Bim-Bcl-B 1, Bim-Mcl-1 -3, Bim-Bfl-1 -1, Bim-Bcl-2 -2, Mcl1-Noxa inh 12, Bim-Bcl-W -2, RGS7-Gao reg 109, RGS4-Gao reg 102 and Mcl1-Bid inh 16.
Screening COc1ccc(/C=C/C(=O)NCC(=O)n2nc(C)cc2C)cc1 returned RGS8-Gao reg 99, Mcl1-Noxa inh 10, RGS7-Gao reg inconclusive, RGS4-Gao reg 93 and Mcl1-Bid inh -25.
`CCc1nnc(NC(=O)C2Cc3ccccc3CN2S(=O)(=O)CC)s1` (configuration not stated) gave RGS8-Gao reg 102, Bim-Bcl-XL 1, Bim-Bcl-B 2, Bim-Mcl-1 2, Bim-Bfl-1 -1, Bim-Bcl-2 -2, Mcl1-Noxa inh 3, Bim-Bcl-W 4, RGS7-Gao reg 97, RGS4-Gao reg 102 and Mcl1-Bid inh 5.
Cc1ccc(-c2nc(N)s[n+]2-c2ccccc2)cc1 was read as RGS8-Gao reg 113, Bim-Bcl-XL -1, Bim-Bcl-B -34, Bim-Mcl-1 -11, Bim-Bfl-1 22, Bim-Bcl-2 2, Mcl1-Noxa inh 19, Bim-Bcl-W 3, RGS7-Gao reg 105, RGS4-Gao reg 106 and Mcl1-Bid inh -47.
Screening O=C(Cc1ccc(Cl)cc1)Nc1ncc([N+](=O)[O-])s1 returned RGS8-Gao reg 92, Bim-Bcl-XL -2, Bim-Bcl-B -9, Bim-Mcl-1 -3, Bim-Bfl-1 6, Bim-Bcl-2 2, Mcl1-Noxa inh 27, Bim-Bcl-W 8, RGS7-Gao reg 91, RGS4-Gao reg 96 and Mcl1-Bid inh -16.
`O=C(Nc1nonc1NC(=O)c1cccs1)c1cccs1` gave RGS8-Gao reg 110, Bim-Bcl-XL -4, Bim-Bcl-B -6, Bim-Mcl-1 0, Bim-Bfl-1 -7, Bim-Bcl-2 -2, Mcl1-Noxa inh -6, Bim-Bcl-W 0, RGS7-Gao reg 101, RGS4-Gao reg 102 and Mcl1-Bid inh -18.
CCOC(=O)NC(=O)c1cn(CCNCCO)c(=O)[nH]c1=O was read as RGS8-Gao reg 105, Bim-Bcl-XL -1, Bim-Bcl-B -1, Bim-Mcl-1 3, Bim-Bfl-1 -4, Bim-Bcl-2 1, Mcl1-Noxa inh -3, Bim-Bcl-W 1, RGS7-Gao reg inconclusive, RGS4-Gao reg 105 and Mcl1-Bid inh -2.
For COc1ccc(O)c(/C=N\NC(=O)CCn2nnc3ccccc32)c1 the results were RGS8-Gao reg 100, Bim-Bcl-XL -2, Bim-Bcl-B 2, Bim-Mcl-1 0, Bim-Bfl-1 0, Bim-Bcl-2 3, Mcl1-Noxa inh 23, Bim-Bcl-W -2, RGS7-Gao reg 94, RGS4-Gao reg 99 and Mcl1-Bid inh -50.
COc1ccccc1NC(=O)Cn1nc(C(F)(F)F)c2c1CCCC2 was read as RGS8-Gao reg 99, Bim-Bcl-XL -3, Bim-Bcl-B -6, Bim-Mcl-1 1, Bim-Bfl-1 -13, Bim-Bcl-2 -2, Mcl1-Noxa inh -8, Bim-Bcl-W 5, RGS7-Gao reg 99, RGS4-Gao reg 96 and Mcl1-Bid inh -13.
For CCNC(=O)COC(=O)C1CCC(=O)N(c2ccc(OC)cc2)C1c1ccc(OC)cc1 (configuration not stated) the results were RGS8-Gao reg 83, Bim-Bcl-XL -2, Bim-Bcl-B -9, Bim-Mcl-1 0, Bim-Bfl-1 -7, Bim-Bcl-2 -7, Mcl1-Noxa inh 4, Bim-Bcl-W 1, RGS7-Gao reg 93, RGS4-Gao reg 94 and Mcl1-Bid inh -34.
Screening CCCCCCCCNc1nc(Cl)nc(NCc2ccco2)n1 returned RGS8-Gao reg 98, Bim-Bcl-XL -3, Bim-Bcl-B -5, Bim-Mcl-1 -2, Bim-Bfl-1 0, Bim-Bcl-2 0, Mcl1-Noxa inh -4, Bim-Bcl-W -4, RGS7-Gao reg 90, RGS4-Gao reg 92 and Mcl1-Bid inh -18.
`O=C(CNC(=O)c1ccncc1)N/N=C/c1ccc(Br)cc1` gave RGS8-Gao reg 103, Mcl1-Noxa inh 11, RGS7-Gao reg inconclusive, RGS4-Gao reg 100 and Mcl1-Bid inh -36.
CCCCNc1ccc2c3c(cccc13)C(=O)N(CCCC)C2=O was read as RGS8-Gao reg 100, Mcl1-Noxa inh -68, RGS7-Gao reg inconclusive, RGS4-Gao reg 104 and Mcl1-Bid inh -18.
CCOC1OC(=O)C(Cl)=C1Nc1ccc(C)cc1C (configuration not stated) was read as RGS8-Gao reg 82, Bim-Bcl-XL -3, Bim-Bcl-B -6, Bim-Mcl-1 -5, Bim-Bfl-1 0, Bim-Bcl-2 -2, Mcl1-Noxa inh 26, Bim-Bcl-W -5, RGS7-Gao reg 94, RGS4-Gao reg 94 and Mcl1-Bid inh 5.
For Cc1cc(-c2ccco2)n(CC(=O)NCCCc2ccccc2)n1 the results were RGS8-Gao reg 94, Bim-Bcl-XL -1, Bim-Bcl-B 0, Bim-Mcl-1 -1, Bim-Bfl-1 -2, Bim-Bcl-2 -3, Mcl1-Noxa inh 3, Bim-Bcl-W -4, RGS7-Gao reg 104, RGS4-Gao reg 104 and Mcl1-Bid inh -24.
For CCn1nc(C(=O)Nc2cccc(C(F)(F)F)c2)c(Cl)c1Cl the results were RGS8-Gao reg 104, Bim-Bcl-XL -11, Bim-Bcl-B -5, Bim-Mcl-1 3, Bim-Bfl-1 -9, Bim-Bcl-2 -9, Mcl1-Noxa inh 8, Bim-Bcl-W 1, RGS7-Gao reg 106, RGS4-Gao reg 102 and Mcl1-Bid inh -41.

2 entries drawn at random from the list so far:
CCCCNc1ccc2c3c(cccc13)C(=O)N(CCCC)C2=O was read as RGS8-Gao reg 100, Mcl1-Noxa inh -68, RGS7-Gao reg inconclusive, RGS4-Gao reg 104 and Mcl1-Bid inh -18.
`O=C(CNC(=O)c1ccncc1)N/N=C/c1ccc(Br)cc1` gave RGS8-Gao reg 103, Mcl1-Noxa inh 11, RGS7-Gao reg inconclusive, RGS4-Gao reg 100 and Mcl1-Bid inh -36.

High-throughput results from PubChem.
